# Screening results as filed in PubChem.
# RGS7-Gao: RGS7-Galphao binding modulators, primary screen, biochemical, multiplexed bead flow cytometry. 220,000 compounds, 0.35% hits. binding response (% of control), % at 10 µM. AID 1439, 2008. actives lie on both sides. Guanine nucleotide-binding protein G(o) subunit alpha (Homo sapiens), P09471; in the data active = binding response below about 49% or above about 150%; inconclusive = no clear call, values can overlap the other calls; inactive = in between;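 also: fluorescent Galphao held in activated GDP-AlF4 state binding bead-coupled RGS7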
# Target sequence (P09471 whole entry, looked up): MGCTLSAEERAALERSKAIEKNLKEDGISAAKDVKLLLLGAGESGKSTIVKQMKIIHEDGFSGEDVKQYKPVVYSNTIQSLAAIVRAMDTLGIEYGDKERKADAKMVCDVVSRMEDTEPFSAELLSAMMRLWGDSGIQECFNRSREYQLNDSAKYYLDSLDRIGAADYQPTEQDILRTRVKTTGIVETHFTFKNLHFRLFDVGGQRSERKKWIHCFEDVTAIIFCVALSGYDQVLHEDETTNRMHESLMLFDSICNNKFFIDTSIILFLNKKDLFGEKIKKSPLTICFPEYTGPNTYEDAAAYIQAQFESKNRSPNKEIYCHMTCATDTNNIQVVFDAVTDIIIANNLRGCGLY
# Mcl1 Noxa PPI: Mcl-1/Noxa binding inhibitors, primary screen, biochemical, TR-FRET, 1536-well | inhibition, % at 21.7 µM | TR-FRET Mcl-1/Noxa peptide binding, 2 h | 220,000 compounds, 1.5% hits | Induced myeloid leukemia cell differentiation protein Mcl-1 (Homo sapiens), Q07820 | AID 1022, 2008;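 active = compounds that cut the protein-peptide binding signal by more than 50% relative to plate controls in a single-dose test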;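 also: His-tagged Mcl-1 with rhodamine Noxa BH3 peptide and terbium anti-His antibody; 0% = Mcl-1 plus Noxa peptide wells and 100% = peptide-only wells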
# RGS4-Gao reg: modulators of RGS4 binding to Galphao, primary screen, biochemical, multiplexed bead flow cytometry | Guanine nucleotide-binding protein G(o) subunit alpha (Homo sapiens), P09471 | actives lie on both sides | 220,000 compounds, 0.33% hits | binding response (% of control), % at 10 µM | AID 1415, 2008; in the data active = binding response below about 49% or above about 150%; inactive = in between;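 also: fluorescent Galphao activated with aluminum fluoride binding bead-coupled RGS4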
# Bim-Bfl-1: inhibitors of Bim binding to Bfl-1, primary screen, biochemical, multiplexed, bead-based flow cytometry. Bcl-2-related protein A1 (Homo sapiens), Q16548. Bim-Bfl-1 binding inhibition. inhibition, % at 10 µM. 190,000 compounds, 0.12% hits;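 also: 0% = wells without compound plus tracer and 100% = blocker peptide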
# Mcl1 Bid PPI: Mcl-1/Bid binding inhibitors, primary screen, biochemical, TR-FRET, 1536-well; 220,000 compounds, 0.97% hits; Induced myeloid leukemia cell differentiation protein Mcl-1 (Homo sapiens), Q07820; TR-FRET Mcl-1/Bid-Dy647 peptide binding; inhibition, % at 21.7 µM; AID 1021, 2008;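 active = compounds that cut the binding signal by more than half at the single screening dose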;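 also: His-tagged Mcl-1 with europium anti-His antibody binding Bid BH3 peptide; 0% = Mcl-1 plus peptide wells and 100% = peptide-only wells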
# Mcl-1 Bim block: inhibitors of Bim peptide binding to Mcl-1, primary screen, biochemical, bead-based flow cytometry, multiplex; inhibition, % at 10 µM; AID 1009, 2008; 190,000 compounds, 0.1% hits; Induced myeloid leukemia cell differentiation protein Mcl-1 (Homo sapiens), Q07820; Bim peptide-Mcl-1 binding;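 also: 0% = no compound tracer wells and 100% = peptide blocker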
# Bim-Bcl-W: inhibitors of Bim binding to Bcl-W, primary screen, biochemical, multiplexed, bead-based flow cytometry; Bim peptide-Bcl-W binding; inhibition, % at 10 µM; 190,000 compounds, 0.02% hits;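 also: 0% = bound tracer without compound and 100% = peptide blocker; higher means less fluorescent Bim peptide bound to Bcl-W beads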
# Bcl-2 Bim block: inhibitors of Bim-Bcl-2 binding, primary screen, biochemical, multiplexed, human Bcl-2 family; AID 950, 2007; 190,000 compounds, 0.06% hits; inhibition, % at 10 µM; Bead-based flow cytometry, Bim peptide-Bcl-2 binding; in the data active = inhibition above about 40%; inconclusive = no clear call, values can overlap the other calls;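 also: 0% = no compound wells with probe peptide and 100% = reference peptide inhibitor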
# Target sequence (P10415 whole entry, looked up): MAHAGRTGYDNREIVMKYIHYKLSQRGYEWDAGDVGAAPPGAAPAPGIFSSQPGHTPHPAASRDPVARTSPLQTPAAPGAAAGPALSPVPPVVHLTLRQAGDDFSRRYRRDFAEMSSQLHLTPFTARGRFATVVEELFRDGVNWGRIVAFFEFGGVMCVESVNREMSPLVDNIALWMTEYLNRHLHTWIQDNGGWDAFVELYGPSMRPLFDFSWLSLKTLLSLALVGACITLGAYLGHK
# RGS8-Gao reg: RGS8-Galphao binding modulators, primary screen, biochemical, multiplexed bead flow cytometry; Guanine nucleotide-binding protein G(o) subunit alpha (Homo sapiens), P09471; actives lie on both sides; response (percent of control binding), % at 10 µM; 220,000 compounds, 0.34% hits; AID 1423, 2008; in the data active = response below about 60% or above about 140%; inactive = in between;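 also: Galphao activated as the GDP aluminium fluoride complex binding bead-coupled RGS8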
# Bim-Bcl-B: inhibitors of Bim-Bcl-B binding, primary screen, biochemical, multiplexed, human Bcl-2 family | Bcl-2-like protein 10 (Homo sapiens), Q9HD36 | bead-based flow cytometry, Bim peptide-Bcl-B binding | inhibition, % at 10 µM | 190,000 compounds, 0.073% hits;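 also: 0% = tracer peptide without compound and 100% = reference inhibitor peptide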
# Target sequence (Q9HD36 whole entry, looked up): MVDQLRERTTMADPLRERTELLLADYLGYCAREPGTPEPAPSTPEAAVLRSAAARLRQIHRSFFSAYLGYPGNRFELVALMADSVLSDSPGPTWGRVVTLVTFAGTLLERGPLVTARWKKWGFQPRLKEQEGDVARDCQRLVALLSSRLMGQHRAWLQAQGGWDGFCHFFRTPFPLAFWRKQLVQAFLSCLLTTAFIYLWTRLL
# Bcl-XL Bim block: inhibitors of Bim-Bcl-XL binding, primary screen, biochemical, multiplexed, bead flow cytometry, human Bcl-XL; Bcl-2-like protein 1 (Homo sapiens), Q07817; Bim peptide-Bcl-XL binding, fluorescence; inhibition, % at 10 µM; 190,000 compounds, 0.04% hits; AID 1007, 2008
# Target sequence (Q07817 whole entry, looked up): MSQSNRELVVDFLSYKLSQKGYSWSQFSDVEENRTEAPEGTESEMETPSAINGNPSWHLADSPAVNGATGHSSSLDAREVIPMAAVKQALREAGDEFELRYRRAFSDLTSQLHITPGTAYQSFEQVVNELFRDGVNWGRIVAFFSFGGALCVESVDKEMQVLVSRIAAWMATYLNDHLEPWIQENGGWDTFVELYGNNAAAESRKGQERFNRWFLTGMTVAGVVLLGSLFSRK
# * marks the source's active call; other numbers are inactive results; ? = inconclusive; · = no result given. Rule as the data show it, unless noted: active = inhibition above about 40%.
RGS7-Gao,Mcl1 Noxa PPI,RGS4-Gao reg,Bim-Bfl-1,Mcl1 Bid PPI,Mcl-1 Bim block,Bim-Bcl-W,Bcl-2 Bim block,Structure,RGS8-Gao reg,Bim-Bcl-B,Bcl-XL Bim block
104,14,103,-7,-28,0,-2,-5,Cc1cccc(N2CCN(C(=O)c3ccccn3)CC2C)c1 (centres undefined),106,-5,-3
100,4,102,-5,-6,-1,-1,-6,CN(C)C(=O)c1ccc(-n2cnc3ccccc3c2=O)cc1,101,0,-4
102,3,102,-7,-4,0,1,-3,COc1ccc(-c2[nH]ncc2/C=C(\C#N)C(=O)NC2CC2)cc1,102,-4,0
?,27,88,·,-55,·,·,·,CCc1nn2c(=O)cc(COc3ccc(/C=C4\C(=N)N5N=C(CC(C)C)SC5=NC4=O)cc3)nc2s1,97,·,·
96,1,100,-6,-22,-1,-4,-4,COc1cc(/C=N/Nc2nc(N3CCCCC3)nc(N3CCCCC3)n2)ccc1OC(=O)c1ccco1,101,-2,-3
99,1,102,-13,-8,-6,1,-8,CC(C)COc1ccc(/C(=N/O)c2ccccc2)cc1,99,-11,-10
103,15,105,-3,-25,0,-1,-2,C/C(=N\NC(=O)C(C)Sc1ccccc1)C(C)(C)C (centres undefined),100,0,0
?,-4,105,·,-12,·,·,·,CN(C)C(=O)CSc1nnc([C@H](Cc2ccccc2)NC(=O)OC(C)(C)C)o1,102,·,·
102,15,102,-12,-23,-2,1,-12,CC(=O)Nc1ccc(S(=O)(=O)NC2=C(N3CCN(Cc4ccccc4)CC3)C(=O)c3ccccc3C2=O)cc1,103,-4,-13
98,17,102,-20,7,-4,-5,-9,COc1cccc(C(=O)Nc2ccccc2N2CCOCC2)c1,103,-9,-7
?,13,99,-8,-15,-2,-3,-5,Cc1ccc2c(CN3CCN(C(=O)c4ccco4)CC3)cc(=O)oc2c1C,99,-8,-5
98,6,96,0,-68,-3,-1,-1,CCOC(=O)CN(C(=O)CSc1nnc(CNc2ccc(C)cc2C)o1)c1ccccc1,97,-2,-2
93,12,85,4,-6,7,4,1,CC(NC(=O)OCc1ccccc1)C(=O)OCN1C(=O)c2ccccc2C1=O (centres undefined),91,8,5
102,15,100,-11,-28,-4,-5,-7,CCOc1cc(/C=C2\SC(=Nc3ccc(F)cc3)N(c3ccc(F)cc3)C2=O)ccc1OCC(=O)O,105,-6,-3
98,1,99,-1,-10,-2,-1,-7,O=C(/C=C/c1ccc(S(=O)(=O)NCc2ccco2)cc1)NCc1ccccc1Cl,97,-6,-3
102,-12,103,-2,5,1,0,-4,COc1cc(C(=O)NCCOc2cccc3cccnc23)cc(OC)c1OC,105,-4,0
92,-4,90,-2,-20,-5,-4,-6,COc1cc(C)c(S(=O)(=O)N2CCN=C2c2ccccc2)cc1C,87,-5,-6
106,2,102,-18,-14,-5,-4,-12,Cc1cccc(-n2ncc(C#N)c2-n2cccc2)c1,100,-10,-7
106,40,108,-2,72*,-1,1,-1,C#CCOCCOCCOCCNc1nc(N2CCN(C(=O)[C@H](C)n3cc(CCCN=C(N)N)nn3)CC2)nc(N2CCN(C(=O)[C@H](CCCCN)n3cc(CCCC)nn3)CC2)n1,103,-4,-1
95,0,95,-11,-4,-2,1,-4,Cc1cc(NS(=O)(=O)Cc2ccccc2)no1,93,-5,-5
102,24,102,-4,-10,-7,-5,-2,O=[N+]([O-])c1cnc(N2CCCCC2)c([N+](=O)[O-])c1,103,-7,-4
100,0,96,-1,-3,-1,-5,-1,CC(=O)c1cc(C#N)c(Oc2ccc(F)cc2)nc1C,99,-1,-3
104,17,105,0,-7,-3,0,-4,Nc1c(NCc2ccccc2)c2ccccc2oc1=O,105,3,-2
93,10,89,-8,-20,0,0,-5,O=c1cccccc1NCc1ccccc1,95,-5,-4
100,-12,98,-15,1,-1,-1,-10,Cc1cc(S(=O)(=O)NCCc2ccccc2)c(C)s1,98,-4,-5
110,2,100,13,-10,-9,-10,-1,Nn1c(=O)c2ccccc2n2c(SCc3ccc(C(F)(F)F)cc3)nnc12,97,-29,-14
100,-9,102,-16,-9,0,5,-8,CCc1cccc(NC(=O)Cn2cccc2)c1,100,-5,2
90,-22,91,0,6,-4,0,0,COc1ccc(/C=C/C(=O)NCC(=O)N/N=C/c2cc(Br)ccc2OC)cc1,96,-1,0
99,12,102,-14,-3,-1,0,-6,Cc1ccc(NC(=O)N2CCN(c3ccccn3)CC2)cc1,101,-9,-6
98,-8,100,-9,-17,-4,-6,-7,COc1ccc(NC(=O)CCCN2C(=O)C3C4C=CC(C4)C3C2=O)c(OC)c1 (centres undefined),100,-10,-9

# 13 entries from above, tab-delimited.
compound	RGS7-Gao	Mcl1 Noxa PPI	RGS4-Gao reg	Bim-Bfl-1	Mcl1 Bid PPI	Mcl-1 Bim block	Bim-Bcl-W	Bcl-2 Bim block	RGS8-Gao reg	Bim-Bcl-B	Bcl-XL Bim block
Cc1cccc(N2CCN(C(=O)c3ccccn3)CC2C)c1 (centres undefined)	104	14	103	-7	-28	0	-2	-5	106	-5	-3
CN(C)C(=O)c1ccc(-n2cnc3ccccc3c2=O)cc1	100	4	102	-5	-6	-1	-1	-6	101	0	-4
COc1ccc(-c2[nH]ncc2/C=C(\C#N)C(=O)NC2CC2)cc1	102	3	102	-7	-4	0	1	-3	102	-4	0
CCc1nn2c(=O)cc(COc3ccc(/C=C4\C(=N)N5N=C(CC(C)C)SC5=NC4=O)cc3)nc2s1	?	27	88	·	-55	·	·	·	97	·	·
COc1cc(/C=N/Nc2nc(N3CCCCC3)nc(N3CCCCC3)n2)ccc1OC(=O)c1ccco1	96	1	100	-6	-22	-1	-4	-4	101	-2	-3
CC(C)COc1ccc(/C(=N/O)c2ccccc2)cc1	99	1	102	-13	-8	-6	1	-8	99	-11	-10
C/C(=N\NC(=O)C(C)Sc1ccccc1)C(C)(C)C (centres undefined)	103	15	105	-3	-25	0	-1	-2	100	0	0
CN(C)C(=O)CSc1nnc([C@H](Cc2ccccc2)NC(=O)OC(C)(C)C)o1	?	-4	105	·	-12	·	·	·	102	·	·
CC(=O)Nc1ccc(S(=O)(=O)NC2=C(N3CCN(Cc4ccccc4)CC3)C(=O)c3ccccc3C2=O)cc1	102	15	102	-12	-23	-2	1	-12	103	-4	-13
COc1cccc(C(=O)Nc2ccccc2N2CCOCC2)c1	98	17	102	-20	7	-4	-5	-9	103	-9	-7
Cc1ccc2c(CN3CCN(C(=O)c4ccco4)CC3)cc(=O)oc2c1C	?	13	99	-8	-15	-2	-3	-5	99	-8	-5
CCOC(=O)CN(C(=O)CSc1nnc(CNc2ccc(C)cc2C)o1)c1ccccc1	98	6	96	0	-68	-3	-1	-1	97	-2	-2
CC(NC(=O)OCc1ccccc1)C(=O)OCN1C(=O)c2ccccc2C1=O (centres undefined)	93	12	85	4	-6	7	4	1	91	8	5

# New compounds follow
RGS7-Gao,Mcl1 Noxa PPI,RGS4-Gao reg,Bim-Bfl-1,Mcl1 Bid PPI,Mcl-1 Bim block,Bim-Bcl-W,Bcl-2 Bim block,Structure,RGS8-Gao reg,Bim-Bcl-B,Bcl-XL Bim block
105,7,102,0,-12,-2,1,-3,CC1CC(C)CN(S(=O)(=O)c2ccc(C(=O)NN3CCOCC3)cc2)C1 (centres undefined),99,0,-2
?,51*,100,-3,20,-1,-2,-5,COc1cc(NC(=O)c2cccnc2)ccc1-c1cc2ccccc2oc1=O,99,-2,-2
103,5,102,-3,-6,-1,-5,-1,O=C(Nc1ccc(F)cc1)OCCN1CCN(Cc2ccccc2)CCC1=O,101,-5,-2
90,-1,96,0,-11,-1,-1,-2,CC(=O)Nc1ccc(NC(=O)/C(Cl)=C/c2ccccc2)cc1,103,0,-1
105,1,105,-6,8,-8,-6,4,O=C(/C=C\c1ccccc1)Nc1nccs1,106,-9,-9
98,-7,97,-4,-3,-1,-4,-3,CCC(=O)Oc1c(C(=O)CC)cc2c(C)cc(=O)oc2c1C,97,-4,-4
100,17,100,-5,-37,-1,1,-4,Cc1cc(N)n(-c2ccc(C)c(C)c2)n1,100,-3,-1
?,12,100,-7,-26,0,0,-5,COc1ccc(/C=C/C(=O)N2CCN(C)CC2)cc1S(=O)(=O)N1CCCCC1,99,-2,-1
99,33,102,-2,-96,-2,-2,0,Cc1ccc(-c2csc(N)n2)s1,104,0,-1
·,34,·,1,-2,0,-4,0,Cc1cc(C)c(S(=O)(=O)N2CCOC2CNC(=O)C(=O)NCc2ccco2)c(C)c1 (centres undefined),·,-3,1
93,-2,91,-5,-28,-2,-3,-1,Cn1c(SCC(=O)Nc2ccccc2)nnc1C(F)(F)F,97,-2,0
102,1,103,-1,-14,-1,1,2,Clc1nccnc1-c1ccccc1,102,0,0
109,12,112,-4,-6,-7,-5,-9,Cc1c(Cl)c(C(=O)Nc2nc3ccccc3n2CCN2CCCCC2)nn1C,113,-5,-5
102,-7,101,0,-36,-2,-1,0,CC(=O)Nc1ccc(NC(=O)Oc2ccccc2)cc1,98,-3,-2
101,15,104,0,-13,-5,2,2,O=C(CCN1C(=O)c2ccccc2C1=O)C1=NN[C@@H]2C(=O)N(c3cccc(Cl)c3)C(=O)[C@H]12,107,1,0
104,7,99,-3,-16,-2,-6,-4,CC(=O)Nc1ccc(NC(=O)c2ccc(Cn3cc(Cl)cn3)cc2)cc1,101,-8,-9
99,17,99,-13,14,0,-2,-8,CCc1ccc(Nc2nnc(SCC(=O)Nc3cccnc3Cl)s2)cc1,101,-6,-6
102,-3,102,0,-29,-5,-7,-5,Cc1cccc(N2CCN(C(=O)C3CCCN(S(=O)(=O)c4cnc[nH]4)C3)CC2C)c1 (centres undefined),99,0,-2
103,13,100,2,-7,0,1,1,Cc1ccccc1N/N=C/c1ccc(C#N)cc1,103,-4,0
?,4,101,·,-9,·,·,·,CCCOc1ccc(-c2c(C(=O)N/N=C/c3ccc(C)cc3)nnn2-c2nonc2N)cc1,101,·,·
92,23,98,6,-21,-7,2,7,COc1ccc(C(=O)NCC(=O)NCC(c2ccco2)N(C)C)cc1OC (centres undefined),110,32,-2
?,33,97,-8,-26,0,-3,-8,Cc1[nH]c2ccccc2c1C(c1ccncc1)N1CCN(c2ccccn2)CC1 (centres undefined),101,-5,-2

# No enrichment for hits; about 2.7% have a hit in one of these screens.
